Bioassay records deposited in PubChem BioAssay by National Center for Advancing Translational Sciences (NCATS).
L3MBTL1 block: L3MBTL1 (human) inhibition; Q9Y468; AlphaScreen L3MBTL1–H3K9me1 peptide binding; Potency, µM (series often up to 57.1 µM), for inactives: at the highest dose activity, negative = inhibition, hits mostly inhibitors; 0.66% of 230,000 active; AID 485360; active means well fitted inhibition curve with a large enough effect; inconclusive means small, poorly fitted or top-dose-only effect; inactive means no such curve, though single readings can be large or run the other way; further: nearly all actives have a fitted effect of over 60% in size
Target sequence (Q9Y468 whole entry, looked up): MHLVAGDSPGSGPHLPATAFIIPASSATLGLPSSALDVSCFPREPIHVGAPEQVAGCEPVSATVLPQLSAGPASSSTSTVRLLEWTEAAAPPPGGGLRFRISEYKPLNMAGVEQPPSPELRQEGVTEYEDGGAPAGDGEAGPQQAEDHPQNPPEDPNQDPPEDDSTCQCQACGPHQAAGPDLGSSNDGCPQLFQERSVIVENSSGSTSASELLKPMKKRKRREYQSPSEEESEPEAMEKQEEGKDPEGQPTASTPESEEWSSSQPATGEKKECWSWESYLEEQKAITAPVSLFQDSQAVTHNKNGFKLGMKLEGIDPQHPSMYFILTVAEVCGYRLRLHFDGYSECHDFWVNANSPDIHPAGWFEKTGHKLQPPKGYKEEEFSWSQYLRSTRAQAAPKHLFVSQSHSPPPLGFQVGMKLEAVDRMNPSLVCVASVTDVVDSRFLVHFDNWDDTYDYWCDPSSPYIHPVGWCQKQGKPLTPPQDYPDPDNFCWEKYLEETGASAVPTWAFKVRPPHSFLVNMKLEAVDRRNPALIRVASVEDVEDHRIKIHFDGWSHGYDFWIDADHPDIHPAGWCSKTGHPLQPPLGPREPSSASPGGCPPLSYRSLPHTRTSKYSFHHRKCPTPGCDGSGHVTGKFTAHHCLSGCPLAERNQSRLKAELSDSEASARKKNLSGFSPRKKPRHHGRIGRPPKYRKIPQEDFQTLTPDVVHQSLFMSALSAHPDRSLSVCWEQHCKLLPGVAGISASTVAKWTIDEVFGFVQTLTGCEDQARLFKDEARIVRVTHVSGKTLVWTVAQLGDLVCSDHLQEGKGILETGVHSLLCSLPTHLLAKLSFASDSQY
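AlphaScreen proximity signal between nickel-chelate acceptor and streptavidin donor beads (final 10 ug/mL) reports binding of 50 nM L3MBTL1 to 75 nM biotin-H3 K9me1 peptide; complex incubated with compounds 30 min at room temperature; cefsulodin titration as control.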
Numbers without * were called inactive; ? = inconclusive; [ ] = another dose, or the depositor's remark. On the % scale 0 is the no-effect control and ±100 the full control effect; potency means the concentration at half of the fitted maximal effect.

SMILES | L3MBTL1 block
CCOC(=O)C1CCCN(C(=O)c2ccccc2NS(=O)(=O)c2ccc(F)cc2)C1 (centres undefined) | -1%
Cn1cc([N+](=O)[O-])cc1-c1nc2ccccc2n1C | -3%
CC(=O)c1ccc(NC(=O)CSc2nc3[nH]ncc3c(=O)[nH]2)cc1 | 9%
CCOc1ccc(CN2CCN(CCCc3ccccc3)C(CCO)C2)cc1 (centres undefined) | 1%
COC(=O)C(NC(=O)CN1C(=O)c2ccccc2C1=O)c1ccc(O)c(OC)c1 (centres undefined) | -5%
CCOc1cc(C(=O)OC(C)C(=O)Nc2ccc(S(N)(=O)=O)cc2)ccc1OCC(=O)N1CCOCC1 (centres undefined) | -3%
O=C(NNC(=O)C1CC=CCC1)c1ccccc1O (centres undefined) | 0%
CCCCc1cn(C[C@H]2CC[C@@H]([C@@H]3CC[C@H](Cn4cc(CCCC)nn4)O3)O2)nn1 | 58%[activator]
CC[C@@]1(C(=O)OC)N[C@H](CN(C)C(=O)NC(C)C)[C@@H]2C(=O)N(Cc3ccccc3)C(=O)[C@@H]21 | 1%
Cc1cc(C)n(CC(=O)NNC(=O)COc2ccc(F)cc2Br)n1 | 6%
Cc1c(C(C)C[C@H](C)O)oc(=O)c2c1Oc1c(C)c(C(C)C[C@H](C)O)oc(=O)c1C2 (some centres undefined) | 5%
COc1ccc(CNC(=O)CCn2c(C)csc2=O)cc1 | 2%
NC(=O)C1CCN(C(=O)NC2CC(=O)N(c3ccc4c(c3)OCCO4)C2)CC1 (centres undefined) | 5%
CC(C)(C)NC(=O)CN1CCCN(C(=O)c2cccc(S(=O)(=O)N3CCc4ccccc43)c2)CC1 | 26%
Cc1cccc(C)c1-n1nnnc1SCC(=O)N1CCNC1=O | 4%
NS(=O)(=O)c1cccc(NC(=O)c2cccc(N3C(=O)c4ccccc4C3=O)c2)c1 | 1%
O=C1ON=C(c2ccc(Cl)c([N+](=O)[O-])c2)/C1=C/c1cccc([N+](=O)[O-])c1O | -7%
COc1ccccc1N(C)S(=O)(=O)c1ccc(C)c(C(=O)NC(C)c2ccccn2)c1 (centres undefined) | -6%
Cn1cc(S(=O)(=O)N2CCCC2)cc1C(=O)NCc1ccc(F)cc1 | 5%
CCNC(=S)Nc1ccc(OCc2nc3ccccc3s2)cc1 | -6%[2.29 µM]
Cc1ccc(S(=O)(=O)N2CCN(C(=O)COC(=O)/C=C/c3ccccc3)CC2)c(C)c1 | 2%
CCCCn1c(N)c(N(CC(C)C)C(=O)C2CC(=O)N(c3ccc4c(c3)OCCO4)C2)c(=O)[nH]c1=O (centres undefined) | -17%
Cn1cccc1C(=O)OCC(=O)N1CCc2ccccc21 | -1%
C=CCOc1ccc(C[C@H](N)C(=O)NC[C@H]2O[C@@H](n3cnc4c(N)ncnc43)[C@H](O)[C@@H]2O)cc1 | 1%
CC(NC(=O)COc1ccc(S(=O)(=O)N2CCOCC2)cc1)c1ccccc1 (centres undefined) | -2%
CC1CCCN(C(=O)c2ccc(Cl)c(S(=O)(=O)N3CCCCCC3)c2)C1 (centres undefined) | 0%
CC(C)(C)[C@H]1CCC(=O)N([C@H](CC#N)Cc2ccccc2)CC1 | 9%
COc1ccc(S(=O)(=O)NCc2ccncc2)cc1NC(=O)c1ccccc1 | -6%
COc1ccc(C2C(C#N)=C(N)Oc3cc(N)ccc32)cc1 (centres undefined) | 0%
C[C@H](CO)N1C[C@H](C)[C@@H](CN(C)C(=O)Nc2ccccc2)Oc2ccc(NC(=O)NC3CCCCC3)cc2C1=O | 2%
O=C(NCC(c1ccco1)N1CCOCC1)c1ccccc1 (centres undefined) | -3%
COc1ccc(-c2sc3ccc(OC)cc3c2C#Cc2ccccn2)cc1 | 103%[activator]
COc1ccc(C)cc1NC(=O)CCc1ccc(S(=O)(=O)N2CCOCC2)cc1 | 0%
CC(C)C[C@H](NC(=O)N1CCn2c1nc1ccccc12)C(=O)N[C@@H](C(=O)O)c1ccccc1 | -3%
CCOc1c(Br)cc(Br)cc1/C=C1\SC(N)=NC1=O | -6%
CCSCCOC(=O)C1=C(C)N(C)C(=O)NC1c1ccc2c(c1)OCO2 (centres undefined) | -7%
COc1ccccc1N1CCN(CCCCOc2ccc(C)cc2C)CC1 | -19%
CN(C1CCCCC1)S(=O)(=O)c1ccc2c(c1)CCC(=O)N2 | -5%
CCOC(=O)C1CCN(S(=O)(=O)c2ccc3c4c2CC(=O)N4CC(C)S3)CC1 (centres undefined) | -2%
COc1ccc(NC(=O)C2CCN(c3nc(-c4ccc(OC)cc4)no3)CC2)cc1 | 5%
COc1cc(-c2noc(C3CCCN(C(=O)c4c(F)cccc4F)C3)n2)cc(OC)c1OC (centres undefined) | 2%[2.29 µM]
CCCCn1c(N)c(N(CC(C)C)C(=O)c2cccc(S(=O)(=O)N(C)c3ccccc3)c2)c(=O)[nH]c1=O | 1%
COc1ccc(NS(=O)(=O)c2cccc(C(=O)O)c2)cc1S(=O)(=O)N1CCCCC1 | -3%
C/C(=N\Nc1cc(N2CCOCC2)nc(C)n1)c1ccc(F)cc1 | 4%[2.29 µM]
Cc1cc(OCC(=O)OCC(=O)N2CC(C)CC(C)C2)ccc1Cl (centres undefined) | 5%
O=C(COC(=O)c1nc(Cl)ccc1Cl)Nc1ccc(Cl)cc1 | 0%
CC1CCN(c2ccc(-c3cccc(NC(=O)c4ccco4)c3)nn2)CC1 | -2%
COc1cc(OC)cc(C(=O)NNC(=O)c2cc(=O)[nH]c3ccccc23)c1 | 12%
CN(CC(=O)Nc1ccc(F)cc1)C(=O)Cn1cnc2ccc(Cl)cc2c1=O | 1%
O=C(CSc1nnc2ccccn12)NNC(=O)c1ccccc1F | 3%
CCCCNc1c(-c2cccc(Sc3ccc(OC)cc3)c2)nc2ccccn12 | -19%
C#CCOc1ccc(/C=C2/C(=O)NN(c3ccccc3)C2=O)cc1OC | -10%
Cc1ccc(C(=O)COC(=O)CCNS(=O)(=O)c2ccccc2F)cc1 | -5%
Cc1ccc(OCCOCCN2CCCC2)c(Br)c1 | 0%
Fc1cccc(CNc2ncnc3ccc(-c4ccoc4)cc23)c1 | -2%
O=C(Cn1nc(C(=O)O)c2ccccc2c1=O)Nc1cccc(S(=O)(=O)N2CCCCC2)c1 | -1%
O=C(O)c1ccc(NC(=S)NC(=O)c2cncc(Br)c2)cc1 | -7%
CCc1ccc(C(=O)CN2C(=O)NC3(CCCCCC3)C2=O)cc1 | -2%
COc1ccc(C(c2c(NC(=O)c3ccco3)sc(C)c2C)N2CCOCC2)cc1OC (centres undefined) | -4%
Cc1sc2nc(CN3CCCC3)nc(N3CCN(S(=O)(=O)c4ccccc4)CC3)c2c1C | -7%

More results:
SMILES | L3MBTL1 block
CCCNC(=O)c1ccc(N2CCC3(CC2)CC(c2cccc(Br)c2)=NO3)c(NC(=O)c2ccc(Br)cc2)c1 | 7%
Cc1ccc(S(=O)(=O)N2CCN(C(=O)COC(=O)c3ccc(Br)o3)CC2)c(C)c1 | 2%
CCC[C@@H](CN1CCC[C@H]1CN1C(N)=NC[C@H]1C(C)C)N1C[C@@H]([C@H](C)CC)N(CCCC2CCCC2)C1=N | -5%
C=CC[C@@H](CC(=O)N(CCO)Cc1ccccc1)C(=O)N[C@H](C)COC(=O)[C@@H](CC=C)Cc1ccc(F)cc1 | 4%
Cc1ccc(S(=O)(=O)N(C)C[C@H]2Oc3ccc(NC(=O)Nc4c(C)noc4C)cc3CC(=O)N([C@@H](C)CO)C[C@@H]2C)cc1 | 3%
Cc1ccc(NC(=O)CC2OC(=O)c3ccccc32)cc1S(=O)(=O)N1CCCCCC1 (centres undefined) | -4%
CCn1c(C)nnc1SCC(=O)Nc1cccc(C(F)(F)F)c1 | 6%
NNC(=O)c1cc(NS(=O)(=O)c2cccs2)cc(NS(=O)(=O)c2cccs2)c1 | -12%
Cc1ccc(O)c(Nc2ncnc3ccc([N+](=O)[O-])cc23)c1 | -2%
O=C1CN(C(=O)COC(=O)[C@@H]2CCCN2S(=O)(=O)c2ccc(Cl)cc2)c2ccccc2N1 | 3%
O=C(Nc1ccc(Cl)cc1)c1ccco1 | 1%
O=S(=O)(c1ccc2c(c1)CCCN2)N1CCCCC1 | 0%
O=C1NC(Cc2ccc(O)cc2)c2nc3ccc(Br)cc3c(=O)n2-c2ccc(Cl)cc21 (centres undefined) | -5%
CC1CC(C)CN(C(=O)COC(=O)c2ccc3c(c2)C(=O)N(Cc2ccco2)C3=O)C1 (centres undefined) | -11%
CCN(CC)S(=O)(=O)c1ccc(Cl)c(C(=O)Nc2cccnc2)c1 | -4%
COc1ccc(CC(=O)Nc2ccc(F)c(F)c2F)cc1S(=O)(=O)N1CCOCC1 | 3%
O=C(COC(=O)c1cnccn1)NC(=O)c1ccccc1 | -5%
CC(OC(=O)c1nccnc1N)C(=O)Nc1ccc(S(=O)(=O)N2CCCC2)cc1 (centres undefined) | 0%
CCC(C)N(C(=O)COc1ccc(Br)cc1C=O)C1CCS(=O)(=O)C1 (centres undefined) | 7%
CC(C)c1ccc(/C=C/C(=O)NCCCN2CCOCC2)cc1 | -2%
O=C(c1ccc(Cl)c(S(=O)(=O)N2CCCCCC2)c1)N1CCCC(C(F)(F)F)C1 (centres undefined) | -1%
O=C(Nc1ccc(OC(F)(F)F)cc1)c1ccc2nc[nH]c2c1 | 1%
O=C(CN1C(=O)c2ccccc2S1(=O)=O)Nc1ccc([N+](=O)[O-])cc1 | -7%
CSc1ccc(CNCCCSc2ncccn2)cc1 | -16%
Cc1cc(C(=O)Nc2cccc3c2O[C@H](CN(C)CC2CC2)[C@@H](C)CN([C@H](C)CO)C3=O)n(C)n1 | -8%
CN1CCN(C(=O)CCS(=O)(=O)c2cc3c(cc2Cl)NC(=O)CO3)CC1 | 8%
O=C(CSc1n[nH]c(=O)[nH]c1=O)Nc1ccc(SC(F)F)cc1 | 5%
O=NNc1nc2ccccc2n1Cc1ccccc1 | ?
CCOc1ccc(NS(=O)(=O)c2cc(NC(=O)C3CC3)ccc2C)cc1Br | -2%
N#CC[C@H](c1ccccc1)N1CCN(Cc2ccccc2)CCC1=O | -6%
CN(CC(=O)Nc1ccc(F)cc1)C(=O)CSc1nnc(Cc2ccccc2)o1 | 0%
CC(C)NC(=O)C(=O)Nc1ccc2c(c1)N(S(=O)(=O)c1cccs1)CCC2 | -3%
CN1CCCN(Cc2cccc3ccccc23)CC1 | -7%
O=C(CN1C(=O)NC(Cc2ccccc2)C1=O)Nc1ccccc1F (centres undefined) | 4%
NC(=O)c1ccsc1NC(=O)COC(=O)Cc1n[nH]c(=O)c2ccccc12 | -9%
NC(=O)c1ccsc1NC(=O)COC(=O)COc1ccc(C=O)cc1 | -5%
O=C(c1ccc2ccccc2n1)N(CCO)Cc1ccccc1 | 56%[activator]
Cc1cccc(N(CC(=O)NC(C)C)C(=O)CCC(=O)Nc2nccs2)c1 | 3%
O=C(COc1ccc(F)cc1)NCC1(N2CCOCC2)CCCCC1 | -2%
O=C(NCCc1ccccc1)C1CCCN1C(=O)Nc1ccccc1 (centres undefined) | -2%
C[C@H](NC(=O)[C@H]1N2C(=O)c3ccccc3C2SC1(C)C)C(=O)N1CCC[C@H]1CO (some centres undefined) | 42%[activator]
CS(=O)(=O)c1ccc(-c2nnc(NC(=O)c3ccc(S(=O)(=O)N4CCCC4)cc3)o2)cc1 | 7%
Cn1c(SCC(=O)NCC2CCCO2)ncc(C(=O)Nc2ccc(Cl)cc2)c1=O (centres undefined) | -10%
COc1cccc(NC(=O)COC(=O)c2ccc3c(c2)OCO3)c1 | 9%
Cc1cccc(Nc2ccc(S(=O)(=O)N3CCOCC3)cc2[N+](=O)[O-])c1 | ?
CC(OC(=O)CN1C(=O)NC2(CCCC2)C1=O)C(=O)c1ccc(C(C)(C)C)cc1 (centres undefined) | -5%
Cc1cc(C(=O)NNC(=O)c2ccc(F)cc2)c(C)s1 | 2%
CC(Oc1ccc(Br)cc1)C(=O)Nc1ccc(S(=O)(=O)N(C)C2CCN(C)CC2)cc1 (centres undefined) | -8%
Cc1ccc(C2=NS(=O)(=O)N(C)C(C(=O)NCc3ccccn3)=C2)cc1 | 4%
O=C(NNC(=O)c1ccc(O)cc1O)c1ccc(-c2ccccc2)cc1 | -6%
CN(c1ccc(F)cc1)S(=O)(=O)c1ccc(Cl)c(C(=O)NCC2CCCO2)c1 (centres undefined) | 5%
COc1ccc(NC(=O)N(C)C[C@H]2Oc3ccc(NC(=O)CCN4CCOCC4)cc3C(=O)N([C@@H](C)CO)C[C@H]2C)cc1 | 0%

Some of the compounds tested; count on the stated rates, not on these rows.
